NCI-60 one-dose screen, 48 h, at 10 µM unless noted. Numbers give growth in % (100 = growth as untreated, 0 = no growth, -100 = all killed).
MOLT-4: MOLT-4 leukemia cells; 6.9% of 80,000 active; AID 1794779
M14: M14 melanoma. 6.2% of 80,000 active
A549/ATCC: A549/ATCC NSCLC; 3.7% of 81,000 active; AID 1794740
HOP-62: HOP-62 NSCLC | 3.9% of 80,000 active
CCRF-CEM: CCRF-CEM leukemia. 7% of 77,000 active
EKVX: EKVX NSCLC; 3% of 71,000 active
RPMI-8226: RPMI-8226 leukemia cells. 7.5% of 77,000 active
HOP-92: HOP-92 NSCLC cells; 6.3% of 71,000 active
The depositor's hits bear a star; / = not tested or not shown; & = joins results of further samples; [ ] = another dose, or the depositor's remark. The calls were made as follows: active = growth percent below 10; inactive = the rest.

no.	molecule	MOLT-4	M14	A549/ATCC	HOP-62	CCRF-CEM	EKVX	RPMI-8226	HOP-92
1	COc1cccc(CC2(N3CCC(CN(CC(F)(F)F)C(=O)c4cc5ccccc5[nH]4)CC3)CC2)c1	49	83	83	73	80	/	52	55
2	COc1ccc(-c2cc(-c3nnc(SCC(=O)Nc4ccc(/C(C)=N\O)cc4)n3-c3ccccc3)c3cc(OC)ccc3n2)cc1	30	70	51	79	37	83	67	78
3	Cc1c(Cl)ccc([N+](=O)[O-])c1Cl	107	106	97	95	109	95	105	104
4	C/C1=C\CC2CC[C@@](C)(O)[C@@H](CC/C(C)=C/CC1)C2(C)C	77	115	84	116	129	128	74	46
5	CCNc1ncnc2c1cnn2C1CCCCO1 (centres undefined)	97	106	104	113	87	109	91	/
6	CCCCCCCCCCCCC[N+](C)(C)Cc1ccccc1	-10*	-67*	40	-73*	-15*	3.5*	-51*	-64*
7	NCC(=O)NNc1n[nH]c(=S)n1N	108	106	108	120	107	101	104	103
8	O=C(Nc1cccc(-n2cc(-c3ccncc3)c(-c3ccc(Cl)c(O)c3)n2)c1)Nc1cccc(C(F)(F)F)c1	12	17	5.7*	38	11	/	1.6*	-18*
9	C/C=C/c1ccc(O)c(OC)c1	105	104	109	113	107	90	108	/
10	O=C(Nc1ccc(Cl)cc1)Nc1ccc(Oc2ncnc3sc4c(c23)CCCC4)cc1	72	87	67	/	78	83	69	102
11	C=C(C)C12C=C(C)C[C@@](C)(CC3[C@@]4(C)CC[C@H](O)C(C)(C)C4CC[C@]31C)C2=O (some centres undefined)	88	100	80	94	91	95	94	82
12	CCOC(=O)c1ccc(NC(=S)NC(=O)c2cccc(NC(C)=O)c2)cc1	48[100 µM]	91[100 µM]	67[100 µM]	118[100 µM]	52[100 µM]	106[100 µM]	68[100 µM]	103[100 µM]
13	O=C1c2cccc3cccc(c23)C(=O)N1CCCCCN1CCN(CCCCCOc2ccc(-c3nc4ccc(N5CCOCC5)cc4[nH]3)cc2)CC1	-54*	51	21	97	-18*	105	-59*	49
14	Cc1cc(C(=O)O)ccc1[N+](=O)[O-]	/	114	97	108	104	116	/	97
15	CNC(=O)OCc1c(COC(=O)NC)c(C)n(-c2ccc(OC)cc2)c1C	65	95	101	96	/	89	52	21
16	OC(c1cc2cc(Cl)c(Cl)cc2c2cc(C(F)(F)F)ccc12)C1CCCCN1 (centres undefined)	-60*	-81*	-84*	-81*	-45*	-25*	-37*	-71*
17	C#C[C@]1(OC(C)=O)CCC2C3CCC4=CC(=O)CC[C@@H]4C3CC[C@@]21C (some centres undefined)	102	92	103	99	35	57	93	107
18	Cc1ccc(/C=C(\C#N)c2nc(N)nc(Nc3ccc(S(N)(=O)=O)cc3)n2)cc1	95	102	96	98	96	97	99	95
19	Cc1ccccc1CCCCn1ccc(=O)[nH]c1=O	86	99	107	103	97	28	105	79
20	CC#CCOCC1CN(C)C(=O)O1 (centres undefined)	87	124	94	105	99	99	105	111
21	NC1=NC(c2ccc(Cl)cc2)N=C(Nc2nn[nH]n2)N1 (centres undefined)	103	101	94	105	96	96	94	96
22	O=C(N/N=C/c1ccc[nH]1)c1[nH]c2ccc(Br)cc2c1-c1ccccc1	5.9*	13	18	22	5.3*	24	-1.1*	16
23	CN(C)CCNC(=O)c1ccc(-c2nc3ccc4[nH]ncc4c3c3c2CCCC3)cc1	101	100	106	94	99	91	98	95
24	O=C(Nc1ccc(F)cc1)c1cc(-c2ccc(F)cc2F)ccc1O	14	/	31	12	18	31	-12*	-27*
25	O=C(c1ccccc1)C1CC=CCC1C(=O)c1ccccc1 (centres undefined)	90	108	109	109	90	119	/	/
26	CN(C)CSc1ccccc1	96	111	95	105	101	116	104	109
27	O=C(O)C(=C/C=C/c1ccccc1)C(=O)O	97	92	94	109	97	94	97	87
28	CC1(C)/C(=C/c2ccccc2)C(=O)c2ccccc21	98&84	113&103	94&93	94&95	92&91	/	86&90	84&66
29	CCOC1CCCC(n2cnc3c(Cl)ncnc32)O1 (centres undefined)	113	97	115	97	116	108	120	96
30	CSc1ccccc1NC(=O)CN(C)Cc1c(O)ccc2cc(Br)ccc12	73	102	102	91	83	98	92	80

Next section:
no.	molecule	MOLT-4	M14	A549/ATCC	HOP-62	CCRF-CEM	EKVX	RPMI-8226	HOP-92
31	COc1ccc(C2Nc3ccccc3-n3cccc32)cc1OC (centres undefined)	/	109	90	111	88	64	75	57
32	CCCCN(CCCC)CCc1c(C)cc(C)c(CCN(CCCC)CCCC)c1O	16	39	41	62	27	14	1.9*	-11*
33	O=C(CSc1nc(-c2ccccc2)cc(=O)[nH]1)c1ccc2ccccc2c1	98	93	99	85	96	105	96	77
34	O=C1c2cccc(Sc3ccccc3)c2C(=O)c2c(Sc3ccccc3)cccc21	82	116	101	125	91	108	126	/
35	O=C(Cc1ccc(/C=C/C(=O)c2nccn2Cc2ccccc2)cc1)Nc1ccc(F)cc1	32	67	64	57	28	75	34	81
36	CCN(CC)CCCC(C)Nc1ccc2ccc(Cl)cc2n1 (centres undefined)	96	103	98	87	102	103	97	/
37	NC(=O)Nc1ccc2ncnc(Nc3cccc(O)c3)c2c1	99	102	93	93	108	83	112	78
38	COc1ccc(/C=C(\C#N)c2ccc(C)cc2)cc1OC	54	114	93	121	104	103	104	95
39	CC(=O)Nc1ccc2cc3ccc(NC(C)=O)cc3nc2c1	75&55	88&88	115&107	67&71	104&79	78&81	95&54	61
40	N#Cc1ccc(NC2c3ccccc3CC2O)cc1 (centres undefined)	92	106	106	105	95	114	96	85
41	C=C(C)[C@@H]1CC[C@]2(C(=O)NC(C)=O)CC[C@]3(C)[C@H](CC[C@@H]4[C@@](C)(CCCNC(C)=O)[C@H](C(=C)C)CC[C@]43C)[C@@H]12	75	84	72	86	80	69	54	85
42	CC(=O)CCSc1ccc(OC(C)=O)cc1	94	103	88	98	75	105	93	80
43	CC(Nc1n[nH]c2nc(-c3ccccc3)nc(N)c12)c1ccccc1 (centres undefined)	94	92	90	87	95	86	/	66
44	c1ccc(-n2cccn2)cc1	91	109	97	98	95	96	/	/
45	COc1ccc(N=Nc2c(N)nn3c2NC2=C(CCC/C2=C/c2ccc(Cl)cc2)C3c2ccc(Cl)cc2)cc1 (centres undefined)	98	109	94	103	98	91	99	101
46	O=C1NC(c2cccc([N+](=O)[O-])c2)c2sc3c(F)cccc3c2C1N1CCCCC1 (centres undefined)	91	98	100	88	98	94	95	86
47	CC1(C)CC(=O)c2c(ccc(C(=O)C[C@@H]3COC(C)(C)N3)c2N)O1	90	105	89	91	104	94	108	115
48	C=CCn1c(SCC(=O)Nc2ccc(/C(C)=N\O)cc2)nnc1-c1cc(-c2ccc(OC)cc2)nc2ccccc12	1.8*	36	20	39	15	42	17	46
49	C[C@H]1OC(n2cc(F)c(=O)[nH]c2=O)C(O)[C@@H]1O (some centres undefined)	101	88	75	99	101	109	81	/
50	O=COCc1ccccc1	93	108	109	110	57	120	101	83
51	Cc1ccc(-c2nn(Cc3cn(-c4cc(C)nc5ccccc45)nn3)c3ncnc(N)c23)cc1	50	53	44	60	63	57	36	-0.3*
52	COc1ccc(C(=O)c2ccccc2)c(O)c1O	96	81	92	88	91	/	94	64
53	CC(=O)NCC1c2c(n(C)c3c(Cl)c(Cl)ccc23)C(=O)NC1(C)C (centres undefined)	85	94	94	88	107	91	100	91
54	CC(=O)c1c(C)nc2ccccc2c1/C=C/c1ccc(F)cc1	84	107	84	92	82	76	67	76
55	Clc1ccc(-c2nc3c4c(-c5ccccc5)c(-c5ccccc5)n(Cc5ccccc5)c4ncn3n2)cc1	-6.0*	15	14	20	-2.1*	2.2*	-35*	-23*
56	CCC(C)c1ccc(CCO)cc1 (centres undefined)	91	106	104	109	83	95	104	94
57	Nc1nn2c(-c3ccccc3)ccnc2c1N=Nc1ccc(S(N)(=O)=O)cc1	120	104	97	107	103	93	93	96
58	NN1C(=O)c2cnn(-c3ccccc3)c2NC1NN1Cc2ccccc2C1=O (centres undefined)	101	100	102	94	100	102	105	108
59	O=c1c(CN2CCOCC2)c(-c2cccc(OC(F)(F)F)c2)[nH]c2ccc(N3CCCC3)cc12	90	95	96	95	104	94	/	82
60	CC1CN=C(c2ccccc2)O1 (centres undefined)	106	104	/	109	104	105	103	85

(listing goes on)
no.	molecule	MOLT-4	M14	A549/ATCC	HOP-62	CCRF-CEM	EKVX	RPMI-8226	HOP-92
61	O=S(=O)(NCCCNc1nccc(-c2c(-c3cccc(F)c3)nc3sccn23)n1)c1cccc2ccccc12	29	43	46	81	38	56	45	95
62	CNC1=C([N+](=O)[O-])C(c2ccc(OC)cc2)C(C#N)=C(c2ccc[nH]2)O1 (centres undefined)	108	104	106	99	43	100	96	96
63	Cc1ccc([C@@H]2C[C@@H]3Cc4cc(F)ccc4N2O3)o1	101	120	96	/	102	102	96	86
64	CC(=O)[C@H]1CC[C@]2(C)[C@@H]1CC[C@@H]1[C@@]3(C)CC(CCC#N)(CCC#N)C(=O)C(C)(C)[C@@H]3CC[C@]12C	96	96	103	99	/	92	107	105
65	Clc1ccc2c(c1)nnn1c3ncccc3c(Br)c21	115	98	90	64	86	29	83	43
66	O=c1[nH]c(CSc2nc3sc4c(c3c(=O)[nH]2)CCCC4)nc2ccccc12	81	110	110	109	97	121	118	100
67	c1ccc(CNc2ncnc3scc(-c4cccs4)c23)nc1	51	71	57	65	64	/	41	/
68	O=S(=O)(Oc1ccc(-c2cn3ccoc3n2)cc1)c1cc(C(F)(F)F)cc(C(F)(F)F)c1	96	104	104	97	101	102	97	98
69	CCOc1ccc(Nc2ccnc3cc(Cl)ccc23)cc1	4.0*	15	1.5*	25	3.8*	/	-14*	-25*
70	CC1(C)CC(=O)C2=C(C1)Nc1c(C#N)c(N)[nH]c(=O)c1C2c1ccccc1 (centres undefined)	85	103	88	90	110	88	106	118
71	O=C(CI)NC1Oc2ccccc2-c2oc(=O)c(-c3ccccc3)cc21 (centres undefined)	-26*	-40*	95	-4.0*	-23*	70	-49*	-72*
72	CCOC(=O)/C=C1\S/C(=N\Nc2cc(=O)[nH]c3ccc(Cl)cc23)N(c2ccccc2)C1=O	21	87	105	88	3.2*	100	3.8*	92
73	Cc1ccc(N2C(=O)CC(Sc3ccccc3N)C2=O)cc1Cl (centres undefined)	60	98	/	100	/	/	81	68
74	COc1ccc(N=Nc2c(N)nn3c(-c4ccccc4)cc(C)nc23)cc1	91	100	90	96	99	87	98	106
75	CC1C(c2ccccc2)OCN1CC=C(c1ccsc1)c1ccsc1 (centres undefined)	57	101	98	100	88	86	58	36
76	CCOC(=O)C(/C=N/C(N)=O)=C(\C)O	/	105	100	120	/	97	105	84
77	CC(=O)Nc1nc(C)c(C(=O)N/N=C/c2cccs2)s1	84	96	101	/	85	107	62	43
78	C=C(C)[C@@H]1CC[C@]2(C(=O)N[C@H](Cc3ccccc3)C(=O)OC)CC[C@]3(C)[C@H](CC[C@@H]4[C@@]5(C)C/C(=C/c6ccco6)C(=O)C(C)(C)[C@@H]5CC[C@]43C)[C@@H]12	82	102	88	105	91	99	89	121
79	CCOC(=O)CNC(=O)c1ccccc1C(=O)O	101	108	99	111	101	98	99	/
80	Cc1cc(N2CCCC2)nc(N(CCCNc2ccnc3cc(Cl)ccc23)Cc2ccccn2)n1	47	-16*	62	56	55	66	28	17
81	NS(=O)(=O)c1ccc(N2C(=O)CCC2=O)cc1	97	96	99	91	99	98	117	98
82	O=C1NC(=O)C2(CCCc3ccc(N(CCO)CCO)cc32)N1 (centres undefined)	97	92	100	106	97	/	105	101
83	OC(CN1CCCCC1)(c1ccccc1)c1ccccc1	98	105	99	91	101	/	101	88
84	OC(C#Cc1ccccc1)(C#Cc1ccccc1)/C=C/c1ccccc1	39	77	64	83	57	/	32	66
85	COc1cccc(Oc2ccccc2NC(=O)CNC(=O)c2cccc3ccccc23)c1	12[5 µM]	-6.4*[5 µM]	27[5 µM]	35[5 µM]	15[5 µM]	35[5 µM]	22[5 µM]	32[5 µM]
86	COc1cc(C(=O)/C=C/c2ccc(Oc3ccc(Cl)cc3)cc2)cc(OC)c1OC	88	101	90	124	92	97	69	81
87	Cc1n[nH]c2ccc([N+](=O)[O-])cc2c1=O	99	107	106	101	87	110	89	95

By substructure: those above with a furan ring, fused or not (2)
no.	molecule	MOLT-4	M14	A549/ATCC	HOP-62	CCRF-CEM	EKVX	RPMI-8226	HOP-92
63	Cc1ccc([C@@H]2C[C@@H]3Cc4cc(F)ccc4N2O3)o1	101	120	96	/	102	102	96	86
78	C=C(C)[C@@H]1CC[C@]2(C(=O)N[C@H](Cc3ccccc3)C(=O)OC)CC[C@]3(C)[C@H](CC[C@@H]4[C@@]5(C)C/C(=C/c6ccco6)C(=O)C(C)(C)[C@@H]5CC[C@]43C)[C@@H]12	82	102	88	105	91	99	89	121

Another view of some results above:
Values run as follows: MOLT-4 | M14 | A549/ATCC | HOP-62 | CCRF-CEM | EKVX | RPMI-8226 | HOP-92
69	CCOc1ccc(Nc2ccnc3cc(Cl)ccc23)cc1
→ 4.0* | 15 | 1.5* | 25 | 3.8* | / | -14* | -25*
70	CC1(C)CC(=O)C2=C(C1)Nc1c(C#N)c(N)[nH]c(=O)c1C2c1ccccc1 (centres undefined)
→ 85 | 103 | 88 | 90 | 110 | 88 | 106 | 118

By substructure: the entries above with a nitro group on carbon (5)
no.	molecule	MOLT-4	M14	A549/ATCC	HOP-62	CCRF-CEM	EKVX	RPMI-8226	HOP-92
3	Cc1c(Cl)ccc([N+](=O)[O-])c1Cl	107	106	97	95	109	95	105	104
14	Cc1cc(C(=O)O)ccc1[N+](=O)[O-]	/	114	97	108	104	116	/	97
46	O=C1NC(c2cccc([N+](=O)[O-])c2)c2sc3c(F)cccc3c2C1N1CCCCC1 (centres undefined)	91	98	100	88	98	94	95	86
62	CNC1=C([N+](=O)[O-])C(c2ccc(OC)cc2)C(C#N)=C(c2ccc[nH]2)O1 (centres undefined)	108	104	106	99	43	100	96	96
87	Cc1n[nH]c2ccc([N+](=O)[O-])cc2c1=O	99	107	106	101	87	110	89	95
